# Screening data: PubChem BioAssay, Sanford-Burnham Center for Chemical Genomics
# SENP8 block-1: SENP8 protease inhibition; Q96LD8; purified SENP8, Z-RLRGG-aminoluciferin cleavage, luminescence; inhibition, % at 10 µM; 1.2% of 330,000 active; AID 2540; in the data active means inhibition above about 50%
# SENP8 block-2: inhibitors of human SENP8 protease | Q96LD8 | recombinant SENP8, Nedd8 substrate fluorescence | inhibition, % at 20 µM | 0.64% of 360,000 active | AID 602440; in the data active means inhibition mostly above about 40%, no sharp cut-off; inactive means mostly below about 27%
# HKDC1 inh: inhibitors of human hexokinase HKDC1; recombinant HKDC1, G6PDH/diaphorase resazurin coupled fluorescence; Q2TB90; inhibition, % at 20 µM; AID 493160; 0.16% of 340,000 active;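 active means inhibition above about 35% when tested at 20 µM, limit read from the data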;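 further: plate controls were DMSO wells with enzyme for no effect and DMSO wells lacking enzyme for full effect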
# Target sequence (Q2TB90 whole entry, looked up): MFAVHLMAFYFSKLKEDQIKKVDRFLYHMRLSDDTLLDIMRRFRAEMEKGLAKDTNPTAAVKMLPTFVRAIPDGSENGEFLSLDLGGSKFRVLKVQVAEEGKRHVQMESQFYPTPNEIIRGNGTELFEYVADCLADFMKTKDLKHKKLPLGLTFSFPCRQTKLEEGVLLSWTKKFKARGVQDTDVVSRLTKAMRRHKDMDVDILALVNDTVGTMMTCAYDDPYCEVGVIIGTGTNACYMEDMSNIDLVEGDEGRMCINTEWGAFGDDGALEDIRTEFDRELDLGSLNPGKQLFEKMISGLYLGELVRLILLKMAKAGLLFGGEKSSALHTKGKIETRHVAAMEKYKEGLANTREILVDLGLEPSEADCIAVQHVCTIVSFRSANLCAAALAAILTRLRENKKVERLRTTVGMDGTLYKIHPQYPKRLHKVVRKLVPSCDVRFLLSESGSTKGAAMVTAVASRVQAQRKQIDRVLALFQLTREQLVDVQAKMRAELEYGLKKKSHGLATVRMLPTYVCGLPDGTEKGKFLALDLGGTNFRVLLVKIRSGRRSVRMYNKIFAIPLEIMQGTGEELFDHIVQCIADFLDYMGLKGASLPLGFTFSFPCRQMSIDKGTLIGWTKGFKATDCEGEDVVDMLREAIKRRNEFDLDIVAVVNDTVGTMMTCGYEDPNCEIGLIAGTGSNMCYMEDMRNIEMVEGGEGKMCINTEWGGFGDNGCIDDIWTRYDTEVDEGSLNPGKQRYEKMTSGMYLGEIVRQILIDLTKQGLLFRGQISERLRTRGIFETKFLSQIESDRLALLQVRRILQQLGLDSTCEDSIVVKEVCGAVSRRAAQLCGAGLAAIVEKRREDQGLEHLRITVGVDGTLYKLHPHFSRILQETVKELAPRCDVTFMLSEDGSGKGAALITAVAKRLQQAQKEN
#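 Incubation: 90 min at room temperature in dark / Material: recombinant HKDC1 (HK5) hexokinase enzyme, produced in-house / Quantity: enzyme 5 µg/mL final / Compound: one dose of 20 µM, 1% DMSO / Reagent: glucose and ATP substrates / Buffer or medium: Tris pH 8.0 buffer with MgCl2, Tween-20, BSA, BME / Technique: resorufin fluorescence at 613 nm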
# beta cell repl: MIN6 beta-cell proliferation induction. 0.29% of 330,000 active. AID 2380. MIN6 cells proliferation, ATPlite luminescence, 48 h; cells starved in 0.2% serum; 100% = growth in 10% serum. proliferation, % at 10 µM;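 active means compounds whose signal lies at least 3.5 SD above the mean of all wells on their plate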;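 further: 0% = DMSO-treated cells in low-serum medium and 100% = 10% serum control; some compounds called inactive have numbers as strong as hits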
# SENP7 inh: SENP7 protease inhibition | AID 434973 | Q9BQF6 | recombinant SENP7, Z-RLRGG-aminoluciferin luminescence, 40 min | 1.5% of 330,000 active | inhibition, % at 5 µM;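 active means inhibition above about 50% at the single test dose, limit read from the data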;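 further: plate controls were DMSO with enzyme for no effect and no enzyme buffer wells for full effect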
# SENP6 block: SENP6 protease inhibition. Q9GZR1. Recombinant SENP6 catalytic domain, aminoluciferin luminescence. inhibition, % at 10 µM. 1.8% of 330,000 active;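 active means inhibition above about 50% at the single tested dose, limit read from the data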;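 further: plate controls were DMSO wells with enzyme for no effect and DMSO wells lacking enzyme for full effect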
# PfGluPho inh: PfG6PD (Plasmodium falciparum) enzyme inhibition; PfGluPho enzyme, NADPH resazurin-diaphorase fluorescence; inhibition, % at 20 µM; 0.78% of 350,000 active;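 active means inhibition reaching at least a set limit at 20 µM in the primary screen, cut at about 59% in these data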;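 further: 0% = DMSO wells with substrate and 100% = DMSO wells lacking glucose-6-phosphate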
# SENP1 FRET inh: blocks the human SENP1 SUMO protease catalytic domain; Q9P0U3; recombinant SENP1 catalytic domain, CyPet-SUMO1-YPet FRET cleavage; inhibition, % at 10 µM; 0.21% of 360,000 active;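 active means inhibition at least 30% at 10 µM, raw YFP signal under a set limit, fluorescence ratio 0.5 to 1.5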;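 further: 0% = enzyme with DMSO and 100% = no enzyme wells; some results filed as inactive read as strong as hits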
#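 Assay system: hSENP1 catalytic domain, recombinant. Amount: SENP1 enzyme, 20 pM final. Schedule: 50 min reaction, RT, dark. Technique: FRET, CFP and YFP emission. Control set: no-enzyme wells low, DMSO-plus-enzyme wells high control.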
# UBC13 polyUb: human UBC13 polyubiquitination inhibition; UBC13 polyubiquitin chain formation, TR-FRET; inhibition, % at 20 µM; 0.47% of 330,000 active; AID 485273; in the data active means inhibition above about 45%, passing the limit was not always enough; inconclusive means no clear call, values can overlap the other calls
# Target sequence (P61088 whole entry, looked up): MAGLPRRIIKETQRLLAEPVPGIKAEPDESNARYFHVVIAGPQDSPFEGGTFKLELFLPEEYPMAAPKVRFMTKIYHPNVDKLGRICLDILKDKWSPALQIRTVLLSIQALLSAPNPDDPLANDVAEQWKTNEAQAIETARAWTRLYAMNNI
# * = called active by the depositor; ? = inconclusive; / = no result given.
SMILES,SENP8 block-1,SENP8 block-2,HKDC1 inh,beta cell repl,SENP7 inh,SENP6 block,PfGluPho inh,SENP1 FRET inh,UBC13 polyUb
CCCCCCn1c(COc2ccccc2F)nnc1SCC(=O)NC1CCS(=O)(=O)C1 (stereo not drawn),/,9.5,-3.0,/,/,/,6.7,-0.4,/
CCOc1ccc2nc(N(CCCN(C)C)C(=O)c3ccc(S(=O)(=O)N4CCc5ccccc5C4)cc3)sc2c1,-6.1,10.3,1.4,-7.4,-9.6,-4.0,-0.4,2.1,84.4*
Cc1ccc(CN2CCNC(=O)C2CC(=O)N2CCN(c3ncccn3)CC2)o1 (stereo not drawn),-9.8,-23.5,-1.2,3.0,-6.9,-16.8,-6.0,-1.7,-11.3
CN1CCN(c2nc3c(c(=O)n(C)c(=O)n3C)n2CCSc2nnnn2-c2ccccc2)CC1,-6.7,20.4,-2.2,-0.8,-9.5,-18.5,11.4,0.7,-8.4
CNC(=S)N1CCC(c2nc3ccccc3s2)CC1,-11.8,8.7,-5.4,0.5,-9.7,-17.0,-13.9,1.9,-0.8
CC1(C)CC(=O)C(C(c2cc([N+](=O)[O-])ccc2Cl)C2C(=O)CC(C)(C)CC2=O)C(=O)C1,-4.2,20.9,1.4,-1.6,5.2,-13.6,1.0,-0.4,-2.4
CCC1([N+](=O)[O-])COC(c2ccc(OC)cc2)OC1 (stereo not drawn),/,12.0,-5.0,/,/,/,-3.6,-0.7,/
COc1ccc(C)cc1NC(=O)c1ccc([N+](=O)[O-])cc1[N+](=O)[O-],-2.8,23.2,-5.5,-2.0,6.2,4.7,11.7,0.0,-3.2
Nc1ncc(Br)cc1S(=O)(=O)NCCc1ccccc1,-1.6,-18.6,0.0,-0.6,-0.1,2.6,-1.4,0.5,9.6
O=C(c1cccc2ccccc12)N1CCCCC1,8.3,9.7,-5.5,1.6,-4.9,-7.0,-0.9,1.2,1.6
COc1ccccc1CNC(=O)C(=O)NCCC1CCCCN1S(=O)(=O)c1ccc(C)cc1 (stereo not drawn),3.0,9.1,1.4,-6.0,-2.4,-10.6,10.4,0.9,-4.0
O=C(Cn1c(=O)sc2ccccc21)NCc1ccccn1,7.8,2.0,0.9,-3.1,2.0,5.7,-4.8,1.3,4.2
c1ccc(C(c2ccccc2)c2noc(CN3CCN(C4CCCC4)CC3)n2)cc1,-2.4,13.1,-8.5,-2.9,1.4,5.2,9.0,-3.8,9.6
CCOC(=O)c1cccc(C2=CC(=O)C[C@H](c3ccc(OC)cc3)C2)c1,7.5,14.6,-0.1,-3.1,9.7,2.7,13.4,1.4,9.9
CCOC(=O)c1cnn(-c2nc(-c3ccccc3)cs2)c1C(F)(F)F,0.1,/,1.8,-3.9,-3.3,-4.0,20.2,/,33.9

# Arranged by value in SENP7 inh (smallest number first): three from the list above.
SMILES	HKDC1 inh	SENP7 inh	SENP6 block	PfGluPho inh	SENP1 FRET inh	UBC13 polyUb
O=C(c1cccc2ccccc12)N1CCCCC1	-5.5	-4.9	-7.0	-0.9	1.2	1.6
COc1ccccc1CNC(=O)C(=O)NCCC1CCCCN1S(=O)(=O)c1ccc(C)cc1 (stereo not drawn)	1.4	-2.4	-10.6	10.4	0.9	-4.0
c1ccc(C(c2ccccc2)c2noc(CN3CCN(C4CCCC4)CC3)n2)cc1	-8.5	1.4	5.2	9.0	-3.8	9.6

# New compounds follow:
SMILES,SENP8 block-1,SENP8 block-2,HKDC1 inh,beta cell repl,SENP7 inh,SENP6 block,PfGluPho inh,SENP1 FRET inh,UBC13 polyUb
CCOC(=O)c1[nH]c2cc3c(cc2c1NC(=O)CN1CCN(CCO)CC1)OCO3,1.0,-447.4,2.5,-1.8,4.9,-6.1,-24.5,-0.8,-4.3
CN1CC(C(=O)O)Cc2c1ccc1ccccc21 (stereo not drawn),2.9,-457.8,16.1,-0.8,8.1,9.4,24.8,-44.9,10.9
CCn1c(=S)sc2c(=O)n(-c3ccccc3)c(SCC(=O)NCc3ccco3)nc21,-10.7,19.5,-3.8,-0.6,1.6,10.6,4.6,-1.0,-5.2
O=C1c2ccccc2C(=O)C1c1ccccn1,17.8,21.4,0.4,-2.5,46.3,45.3,3.6,0.6,-26.0
CCc1noc(C)c1C(=O)Nc1cccc2ncccc12,0.8,-3.8,1.9,-2.3,-2.4,-12.8,-8.6,-0.3,-8.8
CCCCCCCC(=O)N/N=C(\C)c1ccc(O)cc1O,-2.6,7.0,-22.6,-2.6,2.3,-6.8,-29.4,2.0,1.2
CC1=Nn2c(nc3sc4c(c3c2=O)CCCC4)SC1,20.0,-24.8,-7.3,0.7,24.1,33.9,11.1,-3.4,2.3
CCOc1ccc(-c2nnc3ccc(SC)nn23)cc1,5.5,-131.6,7.5,-3.0,3.5,-4.1,13.8,-1.5,?
CC(C)N(Cc1nc(-c2ccc(Cl)cc2)no1)C(=O)CCC1CCCC1,-3.6,14.9,-0.6,-5.2,-7.2,-5.5,23.0,3.0,16.0
COC(=O)c1ccc(-c2nc(-c3cccs3)no2)cc1,87.5*,5.0,-5.6,-3.4,97.5*,91.9*,31.1,1.4,1.2
Cc1ccc(NC(=O)N2CCCC2C(=O)NCc2cccs2)cc1 (stereo not drawn),0.2,19.2,-0.2,-1.2,-2.1,-7.0,5.3,1.7,9.7
CCCCn1c(N)c(N(CCOC)C(=O)C(C)N2C(=O)c3ccccc3C2=O)c(=O)[nH]c1=O (stereo not drawn),-9.0,-8.2,2.0,1.6,16.9,-9.2,-6.2,-2.8,-2.8
CCc1nc2oc3cc(OC)ccc3c(=O)c2c(=O)n1-c1ccccc1,-5.6,9.4,4.9,2.2,5.9,-15.3,-9.5,-1.1,-21.1
Cc1ccccc1NC(=O)c1ccc(NC(=O)C2CCCO2)cc1 (stereo not drawn),-4.9,-1.8,-4.9,-1.1,0.5,-17.1,-1.8,-1.2,0.2
Cc1cccc(C(=O)c2cn[nH]c2-c2ccccc2O)c1,4.2,9.3,-0.8,-1.7,-3.4,2.0,13.3,2.3,-2.8

# Limited to SENP1 FRET inh and SENP8 block-1, for 2 of the compounds above:
SMILES | SENP1 FRET inh | SENP8 block-1
CCc1nc2oc3cc(OC)ccc3c(=O)c2c(=O)n1-c1ccccc1 | -1.1 | -5.6
Cc1ccccc1NC(=O)c1ccc(NC(=O)C2CCCO2)cc1 (stereo not drawn) | -1.2 | -4.9

# Further records follow:
SMILES,SENP8 block-1,SENP8 block-2,HKDC1 inh,beta cell repl,SENP7 inh,SENP6 block,PfGluPho inh,SENP1 FRET inh,UBC13 polyUb
Cn1cccc1/C=N\NC(=O)Cc1ccc(Br)c2ccccc12,-2.5,15.8,-8.5,-4.4,-1.0,-7.8,-9.4,8.1,-5.4
O=C(NCc1ccco1)c1sc(=S)n2c1[nH]c(=O)c1ccccc12,17.6,21.3,28.3,-5.7,-2.9,23.0,26.6,-0.8,17.4
CCC1CCCCN1C(=O)COC(=O)c1cccs1 (stereo not drawn),-11.1,9.7,-3.7,-1.3,-5.9,-15.2,-0.4,2.0,-6.4
Cc1cc(NC(=O)c2ccccc2)ccc1NC(=O)Cc1ccccc1,-1.8,6.4,-5.7,-2.2,0.5,17.3,-13.3,1.1,0.4
CCOC(=O)c1sc2nc(C)nc(SCC(=O)NC(C)CCc3ccccc3)c2c1C (stereo not drawn),-1.6,-17.7,-5.1,-1.5,2.2,5.2,-3.5,-1.4,0.7
O=C(NCCc1ccccn1)c1cc(-c2ccccc2Cl)nc2ccccc12,-6.0,1.9,-9.5,-0.8,1.6,4.6,26.0,0.3,6.6
CSc1nc(NCCOCCO)c2sc3nc(-c4ccco4)c4c(c3c2n1)CCC4,4.0,-497.7,1.8,-0.1,-6.7,-60.4,38.8,-13.6,21.3
COc1ccc(CC(=O)NC(C)c2nnc(SCC(=O)Nc3nc(C)cs3)n2C)cc1 (stereo not drawn),-2.2,6.0,-9.4,-1.9,-3.4,-2.2,-10.0,2.6,8.3
O=C(CN1CCCc2ccccc21)NC(=O)NC1CCCCC1,-3.5,12.0,1.4,-2.8,-7.5,-13.6,8.8,16.7,-13.7
Cc1cc(NC(=O)CN2CCCC(C)C2)n(-c2nc3ccccc3s2)n1 (stereo not drawn),6.8,24.9,-1.5,-3.1,-2.9,-5.8,4.2,1.3,5.4
O=C(Cc1nnc(NC(=O)Nc2ccccc2F)s1)NCc1ccccc1,1.0,19.7,-3.8,-1.1,4.3,4.1,-0.7,-1.2,0.4
O=C(CN1C(=O)NC2(CCCCC2)C1=O)N1CCN(S(=O)(=O)/C=C/c2ccccc2)CC1,-7.0,9.7,-3.3,5.1,10.9,-16.4,-4.0,-3.0,6.1
Cc1c(C(=O)N2CCN(C/C=C/c3ccccc3)CC2)oc2c(F)cccc12,0.7,9.6,-2.2,-4.4,3.9,-6.3,11.3,0.7,7.4
O=C(CCn1c(=O)[nH]c2ccccc2c1=O)N1CC=C(c2ccccc2)CC1,-8.5,15.3,-0.6,0.0,0.8,-20.8,8.9,1.3,-9.6
Nn1c(SCC(=O)NCCC2=CCCCC2)nnc1C(F)(F)F,3.9,11.2,-8.5,-0.9,1.3,-1.8,2.7,-0.2,8.5
COCCNC(=S)N/N=C/c1ccc(N2CCOCC2)cc1,-1.5,-435.5,8.5,1.2,-2.7,-8.9,-2.5,1.0,2.4
CCC(Sc1ccc2nnc(-c3ccc(F)cc3)n2n1)C(=O)O (stereo not drawn),-0.2,-64.7,-4.6,3.0,-4.4,9.0,46.3,-0.6,10.7
CCS(=O)(=O)c1nnnn1-c1ccccc1S(C)(=O)=O,5.0,8.1,-2.2,2.4,-0.6,-4.0,-5.0,-0.4,5.5
O=C(c1ccc([N+](=O)[O-])cc1)N1CCN(Cc2ccccc2[N+](=O)[O-])CC1,-2.3,7.1,-3.1,0.6,1.1,-7.9,-8.5,0.7,1.3
CCCCS(=O)(=O)N1CCCC(C(=O)NCC2CCCO2)C1 (stereo not drawn),-1.0,11.9,1.6,0.7,-4.4,1.9,-11.3,1.5,0.5
CCC1=C(OC(=O)N(CC)CC)N2C(=O)OC(=NCC(=O)OC)[C@]2(Cc2ccccc2)[C@H]2C1=CC[C@H]1C(=O)N(c3ccccc3)C(=O)[C@H]12,-8.6,1.0,2.5,-4.0,-16.2,-2.8,12.3,7.8,-6.5
O=C(CCNS(=O)(=O)c1cccc2nonc12)NC1CCCc2ccccc21 (stereo not drawn),-1.0,3.6,2.8,-1.4,-1.2,6.3,-10.8,2.2,-3.6
O=C(CCCCn1c(=O)[nH]c2ccsc2c1=O)NCc1cccnc1,-2.1,16.8,3.9,-0.7,-9.2,2.1,-5.1,-1.0,0.9
CC(=O)c1ccc(OCCCC(=O)OCC(=O)Nc2ccc3[nH]c(=O)[nH]c3c2)cc1,-5.2,0.2,-1.1,-4.5,4.0,-16.5,6.0,-2.3,2.3
CC1CCN(CCCCOc2ccccc2Br)CC1,-9.1,9.8,9.3,-1.2,-9.8,-22.0,3.2,0.4,11.3
Cc1cc(=O)n2nc(N3CCCC(C(=O)NCc4cccc(Cl)c4)C3)sc2n1 (stereo not drawn),-1.4,0.9,3.0,-0.3,0.7,-1.5,13.5,-0.2,0.7
O=C(c1ccc(COc2c(F)c(F)cc(F)c2F)o1)N1CCN(c2ccc(Cl)cc2)CC1,-2.3,26.1,-1.7,-4.7,4.6,-4.8,13.3,1.5,5.8
CC1CCN(S(=O)(=O)c2ccc3c(c2)C(=NO)c2cc(S(=O)(=O)N4CCC(C)CC4)ccc2-3)CC1,-0.5,-222.9,-11.7,-6.1,3.8,-12.7,-32.4,-1.0,-10.8
